Source: PubChem (several laboratories)
NALP1 inh: NALP1 inflammasome inhibitors in reconstituted yeast, colorimetric, S. cerevisiae, triplicate retest. S. cerevisiae NALP1/ASC/caspase-1 growth, X-gal OD620, 72 h. inhibition, % at 10 µM. 280,000 compounds, 0.61% hits. AID 2071, 2009; in the data active means inhibition mostly above about 24%, no sharp cut-off; inactive means mostly below about 32%; further: some compounds called inactive have numbers as strong as hits
GPR7 antag: GPR7 receptor antagonists, primary screen, cell-based, fluorescence, single concentration; GPR7-expressing cells, fluorescence antagonist assay; inhibition, % at 4.4 µM; 290,000 compounds, 1.1% hits; in the data active means inhibition above about 16%, passing the limit was not always enough;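 further: cells stimulated with the agonist NPW; 0% = agonist with vehicle and 100% = vehicle without agonist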
Target sequence (P48145 whole entry, looked up): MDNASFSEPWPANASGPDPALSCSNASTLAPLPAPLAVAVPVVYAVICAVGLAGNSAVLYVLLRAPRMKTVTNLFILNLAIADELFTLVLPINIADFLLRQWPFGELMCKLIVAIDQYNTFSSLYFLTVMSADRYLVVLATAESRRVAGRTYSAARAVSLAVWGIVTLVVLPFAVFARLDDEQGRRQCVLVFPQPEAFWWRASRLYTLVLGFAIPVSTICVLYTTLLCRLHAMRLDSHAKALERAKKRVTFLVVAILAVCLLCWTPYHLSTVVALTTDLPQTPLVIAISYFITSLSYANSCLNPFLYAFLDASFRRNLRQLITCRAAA
IDE cell activ: human IDE activators in live cells, primary screen, fluorescence polarization, HEK cells, FAbeta-B substrate; FAbeta-B cleavage; 0% vehicle, 100% cell-free pure enzyme wells; 340,000 compounds, 0.073% hits; Insulin-degrading enzyme (Homo sapiens), P14735; AID 493087, 2011; activation, % at 5.96 µM;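 active means activation above the mean of all tested compounds plus 3 SD, set per screening campaign, cut at about 17% in these data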
IDE inh: human IDE inhibitors in live cells, primary screen, fluorescence polarization, HEK cells, FAbetaB substrate. FAbetaB cleavage. inhibition, % at 5.59 µM. 320,000 compounds, 0.41% hits. AID 434962, 2010;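 active means percent inhibition above the average of all tested compounds plus 3 SD, set per screening campaign, cut at about 16% in these data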;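 further: IDE supplied by intact live HEK cells; FP after avidin binding of uncleaved biotin substrate so inhibition keeps polarization high; 0% = DMSO wells and 100% = 60 µM reference IDE inhibitor Ii1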
p-CIP stab down: p/CIP-EGFP fusion destabilizers, primary screen, fluorescence, F442A cells. Q05BA5. 16 h. decrease of EGFP signal, % at 10 µM. 290,000 compounds, 0.01% hits. AID 1984, 2009;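 active means EGFP signal decrease of at least 30% at 10 µM or well 3 SD below plate mean, unless failing retest; inactive means the rest, including hits failing retest or dose response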; further: some compounds called inactive have numbers as strong as hits; many of its hits are not listed in these tables
VIM-2 inh: VIM-2 metallo-beta-lactamase inhibitors, primary screen, biochemical, epi-absorbance readout, Pseudomonas aeruginosa enzyme | AID 1527, 2009 | inhibition, % at 5.6 µM | 290,000 compounds, 0.89% hits | purified VIM-2, nitrocefin hydrolysis, epi-absorbance fluorescence;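 active means inhibition above the mean of all tested compounds plus 3 SD, cutoff set per screening run, cut at about 7.5% in these data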;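 further: red hydrolysis product quenches plate fluorescence so inhibitors raise well fluorescence; 0% = enzyme with DMSO and 100% = DMSO without enzyme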
PHOSPHO1 inh: PubChem AID 1565 | Phosphoethanolamine/phosphocholine phosphatase (Homo sapiens), Q8TCT1 | recombinant PHOSPHO1, absorbance phosphatase assay | inhibition, % at 13.3 µM | 290,000 compounds, 1.1% hits; in the data active means inhibition above about 60%
Target sequence (Q8TCT1 whole entry, looked up): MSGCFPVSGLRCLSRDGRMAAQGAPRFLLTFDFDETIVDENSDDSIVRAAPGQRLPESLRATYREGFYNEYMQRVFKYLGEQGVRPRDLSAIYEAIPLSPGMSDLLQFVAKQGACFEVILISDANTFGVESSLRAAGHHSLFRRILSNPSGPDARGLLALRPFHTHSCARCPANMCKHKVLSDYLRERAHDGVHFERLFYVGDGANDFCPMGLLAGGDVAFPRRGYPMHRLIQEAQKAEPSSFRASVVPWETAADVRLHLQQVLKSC
M18AAP inhibitor: PfM18AAP inhibitors, malaria aminopeptidase, primary screen, biochemical, QFRET, recombinant enzyme; H-Glu-NHMec fluorogenic cleavage; 290,000 compounds, 1.2% hits; inhibition, % at 7.35 µM;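 active means inhibition above the campaign mean inhibition over all tested compounds plus 3 SD, cut at about 28% in these data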;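 further: 0% = plate median of test compound wells and 100% = 2 mM ZnCl2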
IMP-1 inh: IMP-1 metallo-beta-lactamase inhibitors, primary screen, biochemical, epi-absorbance readout, Pseudomonas aeruginosa enzyme. purified IMP-1, nitrocefin hydrolysis, epi-absorbance fluorescence. 290,000 compounds, 0.45% hits. inhibition, % at 5.6 µM;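 active means inhibition above the mean plus 3 SD of all compounds in the same screening run, cut at about 4.5% in these data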;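 further: 0% = IMP-1 with DMSO and 100% = DMSO wells lacking enzyme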
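System: Purified IMP-1 | Read-out basis: Percent enzyme inhibition | Controls: IMP-1 with DMSO as 0%, enzyme-free DMSO as 100% | Replicates: One well per compound | Doses: 5.6 µM nominal single concentration | Detection: Epi-absorbance fluorescence, 480 nm excitation, 530 nm emission | Incubation: 25 °C, 15 min preincubation, 25 min reaction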
Active calls of the source: *; . = not tested or not shown.

SMILES	NALP1 inh	GPR7 antag	IDE cell activ	IDE inh	p-CIP stab down	VIM-2 inh	PHOSPHO1 inh	M18AAP inhibitor	IMP-1 inh
O=C(NCCc1c[nH]c2ccccc12)c1cc([N+](=O)[O-])cc([N+](=O)[O-])c1	1	1	1	4	-17	-3.5	52	12	-2.1
Cc1sc2nc(-c3ccccn3)[nH]c(=O)c2c1-c1ccccc1	-30	-7	2	0	-6	-1.2	-196	17	-1.7
Cc1cc(NC(=O)c2cc(-c3ccc4c(c3)OCO4)on2)n(-c2ccccc2)n1	6	-2	7	6	-10	-1.0	21	-7	2.9
Cc1cc(C(F)(F)F)nc(-n2cc(-c3cccc(N)c3)nn2)n1	-9	-24	4	-3	0	-2.9	18	1	-3.2
CC(=O)Oc1ccc(C(=O)Nc2ccc3c(c2)C(=O)N(CCC(=O)O)C3=O)cc1	1	-5	-1	0	-2	-1.2	7	5	-3.4
Cc1ccccc1OCCn1c(S(=O)(=O)O)nc2c(N)ncnc21	-6	-2	5	4	9	-3.1	16	-3	-1.0
CC(C)C(OC(=O)c1ccccc1)c1nccc2ccccc12 (configuration not stated)	.	-23	2	-7	-3	-2.0	23	-4	-3.4
CCCc1cc(=O)oc2c(C)c(OCC(=O)NC3CCN(Cc4ccccc4)CC3)ccc12	-1	-5	2	7	-7	16*	54	0	-3.3
COc1ccc(C2SCC(C(=O)O)N2C(C)=O)cc1OC (configuration not stated)	15	-7	7	2	-10	-2.0	13	-3	1.0
COCCCn1c(=O)c2ccccc2n(Cc2cccc(C)c2)c1=O	4	-11	0	0	-6	0.4	39	-9	-1.2

Compounds above that contain a COOH group (2):
SMILES	NALP1 inh	GPR7 antag	IDE cell activ	IDE inh	p-CIP stab down	VIM-2 inh	PHOSPHO1 inh	M18AAP inhibitor	IMP-1 inh
CC(=O)Oc1ccc(C(=O)Nc2ccc3c(c2)C(=O)N(CCC(=O)O)C3=O)cc1	1	-5	-1	0	-2	-1.2	7	5	-3.4
COc1ccc(C2SCC(C(=O)O)N2C(C)=O)cc1OC (configuration not stated)	15	-7	7	2	-10	-2.0	13	-3	1.0

(more compounds)
SMILES	NALP1 inh	GPR7 antag	IDE cell activ	IDE inh	p-CIP stab down	VIM-2 inh	PHOSPHO1 inh	M18AAP inhibitor	IMP-1 inh
Cc1[nH]n(-c2ccccc2)c(=O)c1/C=N/N1C(=O)c2ccc3c4c(ccc(c24)C1=O)CC3	-12	-10	3	4	6	7.5	-8	6	-4.5
Cn1cnnc1SCC(=O)Nc1ccccc1Sc1ccccc1	17	.	3	6	-7	.	-4	.	.
Cc1cccn2c(=O)c(/C=C3\SC(=S)NC3=O)c(NCCCN3CCOCC3)nc12	2	-1	-9	14	-46	3.1	-13	22	-0.7
CCOc1ccc(/C=C2\SC(=S)N(CCC(=O)O)C2=O)cc1	-12	-5	5	-1	-15	-4.3	36	3	-2.5
CN(c1ccccc1)S(=O)(=O)c1cccc(C(=O)Nc2nccs2)c1	-13	-3	-1	-8	-1	-2.7	13	4	-2.3
Cc1cccn2c(=O)c3cc(C#N)c(=N)n(Cc4ccncc4)c3nc12	-53	4	.	0	-12	-1.8	-13	1	-1.0
C=CCn1c(C)nnc1SCC(=O)Nc1nccs1	-10	-10	2	0	-8	-3.8	.	0	-3.3
Cc1cc(OC(=O)CNC(=O)OC(C)(C)C)c2c(C)cc(=O)oc2c1	-30	9	6	3	-12	-2.8	5	-2	-2.7
O=c1[nH]c(-c2ccccc2)nnc1-c1ccccc1	-6	-21	3	4	-6	-3.1	28	4	-2.3
O=[N+]([O-])c1cccc(-c2nnc3n2CCCCC3)c1	13	-5	-1	6	-16	-5.1	16	-10	-2.9

Marked active in VIM-2 inh, of those listed so far:
SMILES	NALP1 inh	GPR7 antag	IDE cell activ	IDE inh	p-CIP stab down	VIM-2 inh	PHOSPHO1 inh	M18AAP inhibitor	IMP-1 inh
CCCc1cc(=O)oc2c(C)c(OCC(=O)NC3CCN(Cc4ccccc4)CC3)ccc12	-1	-5	2	7	-7	16*	54	0	-3.3

Next part.
SMILES	NALP1 inh	GPR7 antag	IDE cell activ	IDE inh	p-CIP stab down	VIM-2 inh	PHOSPHO1 inh	M18AAP inhibitor	IMP-1 inh
CCCc1n(CC(O)COCc2ccccc2)c2ccccc2[n+]1C (configuration not stated)	-18	-1	4	-2	-6	-1.8	-135	-1	-0.6
O=C(Nc1sc2c(c1C(=O)O)CCCCC2)c1ccccc1F	2	3	1	4	-12	-3.2	37	4	-2.0
Cc1ccc(C(c2sc3nc(C)nn3c2O)N2CCOCC2)cc1 (configuration not stated)	2	0	-2	3	-1	-2.1	2	3	-3.0
CC(C)(C)c1ccc(/C=C/C(=O)NCCCn2ccnc2)cc1	2	-3	3	2	-8	-2.7	34	6	-3.0
O=C(CCCN1C(=O)/C(=C/c2cccs2)SC1=S)Nc1ccc(O)cc1	5	5	4	4	2	0.1	10	2	-0.1
O=C(COC(=O)c1ccccc1C(=O)c1ccc(Cl)c([N+](=O)[O-])c1)NC1CC1	-8	-4	-4	8	7	3.7	-46	1	-1.9
Cc1ccc2[nH]c(=O)c(C(c3nnnn3CC3CCCO3)N3CCc4ccccc4C3)cc2c1 (configuration not stated)	6	15	0	-1	2	-2.1	-46	1	-1.2
Cc1c(Cl)c([N+](=O)[O-])nn1CC(=O)Nc1c(C)n(C)n(-c2ccccc2)c1=O	4	-18	7	3	1	-0.2	12	7	-1.6
O=[N+]([O-])c1ccc(/C=N/Nc2ccccn2)cc1	17	-3	4	-8	-9	-0.6	14	-9	-0.4
Cc1onc(-c2c(Cl)cccc2Cl)c1C(=O)NCCc1ccncc1	20	1	1	-3	-11	0.7	26	-6	-1.0

Rewritten with two lines to a compound: two of the compounds above
Values run as follows: NALP1 inh, GPR7 antag, IDE cell activ, IDE inh, p-CIP stab down, VIM-2 inh, PHOSPHO1 inh, M18AAP inhibitor, IMP-1 inh
- Cc1cccn2c(=O)c(/C=C3\SC(=S)NC3=O)c(NCCCN3CCOCC3)nc12
  2, -1, -9, 14, -46, 3.1, -13, 22, -0.7
- O=C(CCCN1C(=O)/C(=C/c2cccs2)SC1=S)Nc1ccc(O)cc1
  5, 5, 4, 4, 2, 0.1, 10, 2, -0.1

More structures.
SMILES	NALP1 inh	GPR7 antag	IDE cell activ	IDE inh	p-CIP stab down	VIM-2 inh	PHOSPHO1 inh	M18AAP inhibitor	IMP-1 inh
CC(C)CCNC(=O)CN(CCN1CCOCC1)C(=O)Cn1nnc(-c2ccc(F)cc2)n1	-7	-6	-1	-3	4	-2.1	15	-15	-2.5
COc1ccc(Nc2nc(N)nc(CSCCO)n2)cc1	-15	-7	4	0	10	-3.8	-3	5	-1.8
CCC(=O)NC(=S)Nc1ccc(S(=O)(=O)N2CCN(C)CC2)cc1	16	-7	1	5	4	2.6	2	-9	-1.1
COc1ccccc1N1CCN(C(=O)CSc2nnc(NC(=O)C3CCC3)s2)CC1	35	-8	3	5	-12	-1.5	-14	-11	-2.7
Cc1ccsc1-c1nc(C(N)=O)c2[nH]c(=O)n(-c3ccc(Cl)cc3)c2n1	31	-15	5	-2	-7	1.5	4	-3	-2.2
O=C(Cn1cncn1)c1ccccc1Br	4	-9	5	-1	-2	-1.3	11	39*	-1.6
CCOC(=O)c1ccc(NC(=O)C2CCN(C(=O)c3ccc(OC)c(OC)c3)CC2)cc1	9	0	1	6	-10	0.0	-23	-12	-3.8
NC(=O)CSc1nnc(Cn2c(=O)sc3ccccc32)n1-c1ccccc1	5	-2	5	5	0	-1.1	7	-4	-0.8
CC(C)c1ccc(/C=N/n2c(-c3ccccc3)n[nH]c2=S)cc1	-4	-17	-3	-1	-3	-2.1	-102	0	-2.0
COc1ccc(-c2cc(C#N)nc(N3CCN(C)CC3)n2)cc1	19	-4	5	3	-26	6.8	1	0	-1.0
Cc1ccc(C2CC(=O)NC(SCC(=O)Nc3nccs3)=C2C#N)cc1 (configuration not stated)	38	-9	3	5	-9	-1.5	-8	2	-3.7
O=C(O)c1cccc(Nc2c([N+](=O)[O-])c(=O)oc3ccccc23)c1	-4	-1	5	-2	0	-2.5	10	-5	-3.4
CC(=O)c1ccc(N2CCN(C(=S)Nc3ccccc3)CC2)cc1	23	8	-2	4	2	-0.7	-10	3	-0.6
O=C(N/N=C\c1ccccc1)c1ccccc1-n1cccc1	9	-14	4	4	3	-2.9	16	-3	-0.8
COc1cc(C2N(c3ccc(Cl)cc3)C(=O)C3CCCN32)cc(OC)c1OC (configuration not stated)	-8	8	-3	5	5	-3.1	-12	-4	-3.7
COc1ccccc1N1CCN(C(=O)c2cc(C3CC3)on2)CC1	33	-1	-2	2	0	-6.0	-10	3	-2.5
O=C(C1CCCO1)N1CCN(c2c3c(nc4cc(-c5ccc(F)cc5)nn24)CCC3)CC1 (configuration not stated)	-11	-2	3	5	-12	0.9	6	0	-2.4
Cc1ccccc1-c1nc(CN2CCC(C(=O)NCCCN3CCOCC3)CC2)c(C)o1	.	-10	8	3	-3	0.1	3	-18	-2.4
COc1cccc(C(C(=O)NC2CCCC2)N(CC2CCCO2)C(=O)Cc2cccs2)c1 (configuration not stated)	-12	2	2	0	2	-1.4	44	-1	-2.1
CC(=O)CCc1c(C)nc2ccc(C(=O)O)cc2c1Cl	9	-2	6	8	-6	1.2	-8	2	-2.7
Cc1nnsc1C(=O)N/N=C/c1cccc(C(F)(F)F)c1	19	0	1	3	-22	-0.9	16	12	-2.0
COc1ccc(C(=O)NCC(O)CN2CCOCC2)cc1[N+](=O)[O-] (configuration not stated)	1	-8	5	4	-16	-3.2	14	0	-4.6
COc1ccc(C(=O)Nc2cccc(NC(=O)c3ccc(OC)c(OC)c3)n2)cc1OC	5	-2	-2	5	14	0.7	.	1	0.6
O=C1CC(C(=O)O)c2ccccc2N1 (configuration not stated)	8	-12	4	-1	-6	-3.7	4	-7	-3.4
Cc1ccc(C2CC(c3ccc(C)cc3)n3nc(N)nc3N2)cc1 (configuration not stated)	22	7	7	-1	-10	-7.3	42	1	-1.6
O=C(Cc1ccc(Cl)cc1)Nc1ccc(SC(F)F)cc1	26	0	-3	4	-2	0.8	4	9	-3.3
CCC12CN3CC(CC)(CN(C1)C3c1ccc(OC(C)C)cc1)C2=O (configuration not stated)	16	-8	5	-2	5	-6.5	35	-1	-2.2
Cc1ccc2oc(-c3ccc(NC(=O)c4ccncc4)cc3O)nc2c1	-16	1	-3	-1	-19	-2.0	8	1	-2.7

A stretch of the results above, for reference:
SMILES	NALP1 inh	GPR7 antag	IDE cell activ	IDE inh	p-CIP stab down	VIM-2 inh	PHOSPHO1 inh	M18AAP inhibitor	IMP-1 inh
O=C(NCCc1c[nH]c2ccccc12)c1cc([N+](=O)[O-])cc([N+](=O)[O-])c1	1	1	1	4	-17	-3.5	52	12	-2.1
Cc1sc2nc(-c3ccccn3)[nH]c(=O)c2c1-c1ccccc1	-30	-7	2	0	-6	-1.2	-196	17	-1.7
Cc1cc(NC(=O)c2cc(-c3ccc4c(c3)OCO4)on2)n(-c2ccccc2)n1	6	-2	7	6	-10	-1.0	21	-7	2.9
Cc1cc(C(F)(F)F)nc(-n2cc(-c3cccc(N)c3)nn2)n1	-9	-24	4	-3	0	-2.9	18	1	-3.2
